Assay outcomes from PubChem BioAssay.
Efflux pump inh: inhibitors of Candida efflux pumps in yeast, primary screen, S. cerevisiae, Nile Red, multiplex | S. cerevisiae Candida pump triplex | inhibition, % at 10 µM | 0.44% of 330,000 active | AID 485275, 2010;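 active means plate passing quality check with inhibition over a set limit, or well fluorescence over plate mean plus 4 SD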;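 further: Nile Red retained in pooled yeast measured as flow cytometry median fluorescence; 0% = buffer negative control and 100% = Enniatin B positive control; higher means more Nile Red kept so more efflux inhibition; some compounds called inactive have numbers as strong as hits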
GASC-1 inh: inhibitors of GASC-1 histone demethylase, primary screen, biochemical, fluorescence, DELFIA europium; AID 2099, 2009; 0.069% of 330,000 active; Lysine-specific demethylase 4C (Homo sapiens), Q9H3R0; GST-JMJD2C(1-420) H3K9me3 demethylation; inhibition, % at 2.35 µM;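 active means more than half of a compound's replicate wells show inhibition beyond 50%, single wells judged on their own value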;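 further: signal counts dimethyl H3K9 product captured on neutravidin plate; 0% = median of DMSO wells and 100% = 0.3 times that DMSO median; strong numbers were not always called active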
Target sequence (Q9H3R0 1-420 limits assumed): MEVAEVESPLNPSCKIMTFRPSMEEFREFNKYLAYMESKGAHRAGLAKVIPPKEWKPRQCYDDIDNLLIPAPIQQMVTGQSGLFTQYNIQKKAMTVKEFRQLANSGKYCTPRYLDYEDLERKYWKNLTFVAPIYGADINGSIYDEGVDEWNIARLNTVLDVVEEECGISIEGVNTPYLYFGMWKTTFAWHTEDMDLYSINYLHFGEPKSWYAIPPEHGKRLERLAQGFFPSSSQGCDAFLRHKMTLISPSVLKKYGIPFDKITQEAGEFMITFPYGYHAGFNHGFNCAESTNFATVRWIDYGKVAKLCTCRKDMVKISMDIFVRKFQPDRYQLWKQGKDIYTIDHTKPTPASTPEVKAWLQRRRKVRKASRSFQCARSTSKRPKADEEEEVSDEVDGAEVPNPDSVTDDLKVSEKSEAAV
PREPL inh: PREPL enzyme inhibitors, primary screen, biochemical, fluorescence polarization; recombinant PREPL, fluorescence polarization activity-based probe; inhibition, % at 5.96 µM; 0.68% of 320,000 active; AID 2751, 2010; in the data active means inhibition above about 43%;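 further: 0% = enzyme with DMSO and 100% = wells lacking enzyme; many of its hits are not listed in these tables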
TPT1 inh: Candida albicans TPT1 enzyme inhibitors, primary screen, biochemical, fluorescence polarization; recombinant caTPT1, FP RNA substrate dephosphorylation; 0.81% of 300,000 active; inhibition, % at 5 µM; tRNA 2'-phosphotransferase TPT1 (Candida albicans SC5314);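 active means inhibition above the mean of all tested compounds plus 3 SD, set per screening campaign, cut at about 24% in these data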;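 further: plate controls were DMSO alone for no effect and ferristatin control at 100 nM for full effect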
PP5 inh: PP5 phosphatase inhibitors, primary screen, biochemical, fluorescence | AID 1987, 2009 | Serine/threonine-protein phosphatase 5 (Homo sapiens), P53041 | inhibition, % at 6.7 µM | purified PP5c, OMFP substrate fluorescence | 0.18% of 320,000 active;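 active means inhibition above the campaign's mean inhibition across all tested compounds plus 3 SD, cut at about 9.5% in these data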;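 further: 0% = DMSO only and 100% = 100 µM cantharidin control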
Target sequence (P53041 whole entry, looked up): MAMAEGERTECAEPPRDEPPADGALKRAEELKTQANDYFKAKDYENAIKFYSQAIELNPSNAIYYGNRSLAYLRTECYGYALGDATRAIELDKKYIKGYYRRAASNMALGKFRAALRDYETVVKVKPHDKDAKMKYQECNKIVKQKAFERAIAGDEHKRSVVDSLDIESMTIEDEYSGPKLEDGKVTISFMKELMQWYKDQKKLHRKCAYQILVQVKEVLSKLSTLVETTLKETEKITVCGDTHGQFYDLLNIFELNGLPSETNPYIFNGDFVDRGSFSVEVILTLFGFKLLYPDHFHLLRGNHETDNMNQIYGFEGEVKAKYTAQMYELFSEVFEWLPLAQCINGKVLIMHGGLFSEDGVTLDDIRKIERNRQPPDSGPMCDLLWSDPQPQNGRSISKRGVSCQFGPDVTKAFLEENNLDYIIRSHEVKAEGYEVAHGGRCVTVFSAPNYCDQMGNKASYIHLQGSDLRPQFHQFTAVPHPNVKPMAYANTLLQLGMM
CTSL1 counter: Fasciola hepatica cathepsin L1 inhibitors, primary screen, counter-screen for PFM18AAP inhibitor project, biochemical, QFRET, fluorogenic peptide substrate; inhibition, % at 5.96 µM; 0.49% of 300,000 active; recombinant F. hepatica cathepsin L1, Z-Leu-Arg-MCA fluorescence;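 active means inhibition above the mean of all tested compounds plus 3 SD, set per screening campaign, cut at about 17% in these data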;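 further: 0% = plate median of test compound wells and 100% = 1 µM Z-Phe-Ala-diazomethylketone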
PP1 counter: PP1-alpha phosphatase inhibitors, primary screen, counter-screen for PP5 inhibitor project, biochemical, fluorescence, OMFP substrate, single point; Serine/threonine-protein phosphatase PP1-alpha catalytic subunit (Homo sapiens), P62136; 0.9% of 320,000 active; inhibition, % at 6.7 µM; AID 2235, 2010; purified PP1alpha;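 active means inhibition above the mean inhibition of all tested compounds plus 3 SD, computed separately for each screening campaign, cut at about 15% in these data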
LYPLA2 counter: LYPLA2 inhibitors, primary screen, counter-screen for PME1 inhibitor project, biochemical, fluorescence polarization, FP-Rh probe ABPP; AID 2177, 2009; 0.38% of 320,000 active; recombinant LYPLA2; inhibition, % at 5.9 µM;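 active means inhibition above the screen-wide mean plus 3 SD, limit set per campaign, cut at about 26% in these data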;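 further: 0% = LYPLA2 with DMSO and 100% = wells lacking LYPLA2 enzyme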
core dimer inh: inhibitors of HCV core protein dimerization, primary screen, biochemical, TR-FRET, high-throughput; AID 1899, 2009; inhibition, % at 5 µM; 0.33% of 300,000 active; TR-FRET GST/Flag-core106 dimerization, 1536-well;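 active means inhibition above the mean of all tested compounds plus 3 SD, set per screening campaign, cut at about 45% in these data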
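System: GST/Flag-tagged HCV core106 proteins. Incubation: compound-protein-antibody incubation 4 h at 22.5 °C. Technique: HTRF with 340 nm excitation, 617/671 nm emission. Medium: KF-containing HEPES buffer, pH 7.45, DTT, CHAPS, BSA. Read-out: inhibition (%) from 671 over 617 nm ratio. Also added: Eu(K)-anti-GST 90 ng/mL plus XL665-anti-Flag 1 µg/mL.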
Starred values were filed as active, the others as inactive; x = not tested or not shown.

SMILES	Efflux pump inh	GASC-1 inh	PREPL inh	TPT1 inh	PP5 inh	CTSL1 counter	PP1 counter	LYPLA2 counter	core dimer inh
COc1ccc(S(=O)(=O)NNC(=O)c2cc3c4ccccc4n(C)c3s2)cc1	0.0	2	-4	-8	4.7	6	3	3	19
COc1cc(C(=O)NCC(=O)NCCN2C(=O)S/C(=C\c3ccc4c(c3)OCO4)C2=O)cc(OC)c1OC	0.1	0	-3	1	3.1	6	-3	0	2
O=C(NCc1ccco1)C1CCCN1C(=O)Nc1cccc(Cl)c1 (configuration not stated)	0.1	-15	-2	2	0.5	-1	-2	3	2
CNC(=O)c1cccc(NC(=O)c2cc(-c3ccccc3)nc3c2cnn3C(C)C)c1	0.5	-5	-11	x	4.8	x	3	-76	x
COc1ccc(OC)c(S(=O)(=O)Nc2cccc(C(C)=O)c2)c1	0.1	1	18	-1	1.5	-2	-2	-2	-2
COC(=O)C1=CN(c2cc(C)cc(C)c2)C=C(C(=O)OC)C1c1ccc(OC)c(O)c1	0.2	-2	-9	-3	6.4	-10	4	5	12
O=C(O)c1cccc(CSc2n[nH]c(-c3ccc(Cl)cc3Cl)n2)c1	0.1	-22	-3	-3	-0.1	-6	1	10	2
CN(C)c1nc(N)c([N+](=O)[O-])c(N2CCCCCC2)n1	0.0	5	6	-2	-0.8	1	-4	6	11
Cc1cccc(C(C)C)c1NC(=O)COC(=O)c1cc2ccccc2oc1=O	0.0	1	-2	x	1.9	x	-2	-3	x
CON/C=N/C(=S)Nc1ncc(C(F)(F)F)cc1Cl	0.0	9	17	4	3.4	3	5	4	7
Cc1cc(C)c2nc(SC(C)C(=O)NCC(=O)Nc3ccc(F)c(F)c3F)cc(C)c2c1 (configuration not stated)	-0.1	4	7	0	-2.4	8	-4	1	10
COc1cccc(-n2nnnc2SCC(=O)Nc2ccc(NC(C)=O)cc2)c1	-0.3	-3	9	-4	0.9	-1	-2	6	-8
Cc1cccc(NC(=S)N(CCc2ccncc2)C(C)C)c1C	0.0	10	-2	1	0.1	3	-4	3	0
O=S(=O)(NC1CCCC1)c1ccc(S(=O)(=O)NC2CCCC2)cc1	0.1	5	1	-2	1.0	0	-2	7	-3
O=C(Nc1ncccc1O)c1ccc(S(=O)(=O)N2CCCC2)cc1	0.0	1	3	0	-2.2	0	-6	2	-1
Clc1ccc(OCCSc2ncccn2)c(Br)c1	0.0	5	-3	-2	4.4	2	-3	5	0
O=C(NNc1nc2c(F)cc(F)cc2s1)C1=COCCO1	-0.1	-1	6	1	-2.4	-3	5	0	-6
O=c1c(Cc2ccc(F)cc2)c(O)ccn1CCc1cnc[nH]1	-0.1	-8	14	-1	0.5	-5	-2	-4	-5
COc1ccc(/C=N/OC(=O)Nc2ccccc2)cc1[N+](=O)[O-]	0.5	19	9	3	2.9	2	-6	-8	-1
O=C(COC(=O)c1c2ccccc2cc2ccccc12)Nc1ncc(C(F)(F)F)cc1Cl	0.4*	5	-9	-4	4.5	1	-2	-19	1
C=CCc1cc(OC)ccc1OCCN1CC(C)OC(C)C1 (configuration not stated)	0.0	3	2	1	1.3	5	0	-5	5
CCOC(=O)C1=C(C)NC(SC)=C(C#N)C1CC(C)C (configuration not stated)	0.0	7	-14	-3	4.6	-1	3	8	0
COc1ccc(Nc2nc(Cl)nc(NCc3ccco3)n2)cc1	-0.1	7	5	-1	0.4	1	9	-12	1
CCC(C)c1ccccc1NC(=O)COC(=O)c1ccc2[nH]c3c(c2c1)CCCC3 (configuration not stated)	-7.4	2	-9	-4	2.8	-1	1	2	11
CN(C)S(=O)(=O)c1ccc(C(=O)NCc2nnc(SCC(=O)Nc3ccc(F)cc3)n2-c2ccc(F)cc2)cc1	-0.4	-4	11	1	0.5	-2	-3	3	-4
CCNC(=S)NCc1ccc2c(c1)OCO2	0.2	-6	-7	1	-0.7	-2	-2	-8	1
O=C(N/N=C/c1ccc([N+](=O)[O-])cc1)c1cccnc1	0.1	-10	7	-1	4.6	-2	-6	-2	-15
O=C(CCCSc1nc2ccccc2[nH]1)NC1CCCCC1	-0.1	-1	1	-2	1.9	-2	-6	-2	2
CN1C(=O)c2ccccc2C(C(=O)NCc2ccco2)C1c1c[nH]c2ccccc12 (configuration not stated)	-0.3	0	-16	-3	1.4	-2	0	-3	-5
O=C(CNCc1ccccc1)Nc1ccc(Oc2ccccc2)cc1	0.1	0	2	-3	0.9	2	1	7	3

Part of the list above, with two lines to a compound.
Every second line gives: Efflux pump inh	GASC-1 inh	PREPL inh	TPT1 inh	PP5 inh	CTSL1 counter	PP1 counter	LYPLA2 counter	core dimer inh
O=C(N/N=C/c1ccc([N+](=O)[O-])cc1)c1cccnc1
 : 0.1	-10	7	-1	4.6	-2	-6	-2	-15
O=C(CCCSc1nc2ccccc2[nH]1)NC1CCCCC1
 : -0.1	-1	1	-2	1.9	-2	-6	-2	2
CN1C(=O)c2ccccc2C(C(=O)NCc2ccco2)C1c1c[nH]c2ccccc12 (configuration not stated)
 : -0.3	0	-16	-3	1.4	-2	0	-3	-5

(list continues)
SMILES	Efflux pump inh	GASC-1 inh	PREPL inh	TPT1 inh	PP5 inh	CTSL1 counter	PP1 counter	LYPLA2 counter	core dimer inh
CNC(=O)NC(=O)C(C)Oc1ccccc1F (configuration not stated)	0.1	27	-2	0	-0.5	0	-2	3	-3
Cc1cccc(CS(=O)(=O)Cc2ccc(C(=O)NCc3cccs3)o2)c1	0.1	-5	11	1	0.1	5	5	-3	-2
CC(=O)Nc1ccc(S(=O)(=O)NC2CCSc3ccccc32)cc1 (configuration not stated)	0.0	2	1	4	1.8	2	-1	32*	4
c1coc(-c2ccnc(-c3ccncc3)n2)c1	0.0	2	-6	2	-1.3	-3	-1	-6	0
Cc1cc(NC(=O)CSc2nc3cc(Cl)ccc3c(=O)n2CC(C)C)no1	-0.4	18	9	-4	-1.7	1	-5	2	-7
O=C(Nc1ccc(O)cc1)c1ccc(NC(=O)c2ccco2)cc1	0.4	-12	4	-4	3.8	-2	3	-5	-1
Cc1ccc(C)c2nc(SCC(=O)NCc3cccs3)c(C#N)cc12	0.2	2	3	3	2.2	-3	-2	10	-15
Cc1ccc(NC(=O)COc2ccccc2[N+](=O)[O-])nc1	0.3	2	8	-4	0.9	0	1	1	-5
O=C(CCCC(=O)N1CCN(c2ccc([N+](=O)[O-])cc2)CC1)c1ccccc1	0.0	-2	-28	-3	1.9	-3	-4	34*	-7
Cc1ccc(-n2c(=O)c3ccccc3n(CC(=O)NCc3ccco3)c2=O)cc1	-0.1	4	7	-2	-0.4	1	3	3	-4
CCN(CC)c1ccc(/C=N/NC(=O)OC)c(O)c1	-0.3	16	1	-11	-1.6	6	1	7	-43
COc1ccc(NC(=O)CSc2nnc(CCC(=O)O)c(=O)n2N)cc1	0.0	7	-2	5	1.0	-13	-4	4	3
CCCCn1c(N)c(N(Cc2ccccc2OC)C(=O)c2ccc([N+](=O)[O-])s2)c(=O)[nH]c1=O	0.1	5	5	5	-0.6	-2	-5	5	6
Cc1c(C(=O)N(C)C)sc(NC(=O)c2cc([N+](=O)[O-])cc([N+](=O)[O-])c2)c1C#N	0.1	3	7	-4	-2.0	2	-1	2	1
CCC1CCCCN1CC(=O)c1c(C)[nH]c2ccc(OC)cc12 (configuration not stated)	0.1	-7	9	2	-3.4	4	-4	-10	0
Cc1cccc2sc(N(CCCN(C)C)C(=O)CN3C(=O)c4ccccc4C3=O)nc12	-0.1	-3	-17	-1	2.5	0	-2	1	-4
Nc1ccc(CC2SC(=O)NC2=O)cc1 (configuration not stated)	0.1	3	4	-2	2.3	0	-2	5	4
Cc1cc2oc(=O)cc(C)c2c(=O)o1	0.0	x	-5	-5	-0.7	-2	-3	-1	-2
CC(CCc1ccccc1)N1CCN(C)CC1 (configuration not stated)	-0.2	-15	-15	2	2.7	2	-6	4	10
COc1ccc(NC(=O)C2C3C=CC(C3)C2C(=O)O)cc1 (configuration not stated)	-0.1	4	1	7	1.6	-4	-2	3	-1
COc1ccc(Nc2nc(C)cc(C)n2)cc1Cl	0.1	-6	-12	3	2.8	0	-3	-3	-2
Cc1ccc(NC(=O)c2ccc(=O)n(CC(=O)Nc3c(C)cc(C)cc3C)n2)cc1	-0.1	7	-69	-1	0.7	14	5	-14	10
CCOc1ccc(C(=O)Nc2ccc(N3CCN(C)CC3)cc2)cc1	0.1	3	2	2	2.2	-5	1	7	4
N#CC(Cc1cccc(CC(C#N)(c2ccccc2)c2ccccc2)c1)(c1ccccc1)c1ccccc1	0.2	5	1	-1	-0.3	-1	6	-2	12
O=S(=O)(c1ccc(Cl)c(NC(=S)N/N=C/c2ccc(O)cc2)c1)N1CCOCC1	-0.2	12	16	2	1.6	2	0	-1	10
Cc1ccc(C2=NOC(=O)/C2=C\c2ccc(C)o2)cc1	-0.1	-17	4	40*	-0.6	-3	-1	-2	4
Cc1cccc(N(C)S(=O)(=O)c2ccc3[nH]cc(C(=O)N4CCOCC4)c(=O)c3c2)c1	-0.1	-12	2	4	3.7	1	1	3	-6
CCCn1nnc(NC(=O)c2ccc([N+](=O)[O-])cc2Cl)n1	-0.1	18	16	-1	-0.4	5	-2	6	-4
CC(Sc1nc(-c2ccccc2)cc(C(F)(F)F)n1)C(=O)NCCN1CCOCC1 (configuration not stated)	0.0	-17	-4	2	1.6	-2	-1	-2	-3
CN(c1ccccc1)S(=O)(=O)c1cccc(NC(=O)c2cc(=O)c3ccccc3o2)c1	0.0	5	1	-4	4.0	-6	3	-51	11
COC(=O)c1ccccc1NC(=O)CS(=O)(=O)Cc1nc(-c2ccc(C)cc2)oc1C	-0.1	2	10	-3	3.6	8	0	7	2
CC(C)CNC(=O)c1ccccc1SCC(=O)NC12CC3CC(CC(C3)C1)C2	0.2	3	2	2	-0.3	-1	2	-8	0
CCOC(=O)c1nn(-c2ccccc2)c2nnc(Cc3ccccc3)c(=O)n12	-0.2	8	19	-4	0.8	3	1	3	-10
COc1cccc(SCc2noc(C(=O)NCCN(C)C)c2C(=O)NCCN(C)C)c1	-0.1	6	-27	-5	0.9	-5	1	-1	0
COc1cccc(NC(=O)C2CCN(S(=O)(=O)c3ccc4c(c3)C(C)(C)C(=O)N4C)CC2)c1	-0.1	2	-3	-1	2.6	-3	1	3	0
NC(=O)c1ccc(NC(=O)CCCNC(=O)c2ccc(Cl)cc2)cc1	0.2	-15	3	-1	1.6	-7	-2	2	-11
CN1CCN(C2=Nc3c(Cl)cc(Cl)c4cccc2c34)CC1	-0.2	8	12	-16	0.8	1	-3	-1	-10
Nc1cc(=O)[nH]c(SCC(=O)Nc2ccc3c(c2)CCC3)n1	0.0	-1	-22	-1	-1.2	0	1	-1	3

A portion of the library. The share of hits here may be higher or lower than overall.
